FBW7 activator = FBW7 E3 ligase activators, primary screen, biochemical, AlphaScreen, human | F-box/WD repeat-containing protein 7 (Homo sapiens), Q969H0 | AlphaScreen FBW7–phospho-cyclin E peptide binding, activator screen | normalized activity (activation), % at 26.1 µM | 650,000 compounds, 0.13% hits | AID 1259310, 2017; in the data active = normalized activity above about 1.9%;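 note: purified mutant Fbw7 with reduced substrate affinity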
MITF inh = MITF inhibitors, primary screen, biochemical, AlphaScreen, human. Microphthalmia-associated transcription factor (Homo sapiens), O75030. AlphaScreen MITF homodimerization, bead proximity signal. inhibition, % at 2.6 µM. 650,000 compounds, 0.91% hits. AID 1259374, 2018; in the data active = inhibition above about 50%;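 note: 0% = vehicle wells with protein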
Target sequence (O75030 whole entry, looked up): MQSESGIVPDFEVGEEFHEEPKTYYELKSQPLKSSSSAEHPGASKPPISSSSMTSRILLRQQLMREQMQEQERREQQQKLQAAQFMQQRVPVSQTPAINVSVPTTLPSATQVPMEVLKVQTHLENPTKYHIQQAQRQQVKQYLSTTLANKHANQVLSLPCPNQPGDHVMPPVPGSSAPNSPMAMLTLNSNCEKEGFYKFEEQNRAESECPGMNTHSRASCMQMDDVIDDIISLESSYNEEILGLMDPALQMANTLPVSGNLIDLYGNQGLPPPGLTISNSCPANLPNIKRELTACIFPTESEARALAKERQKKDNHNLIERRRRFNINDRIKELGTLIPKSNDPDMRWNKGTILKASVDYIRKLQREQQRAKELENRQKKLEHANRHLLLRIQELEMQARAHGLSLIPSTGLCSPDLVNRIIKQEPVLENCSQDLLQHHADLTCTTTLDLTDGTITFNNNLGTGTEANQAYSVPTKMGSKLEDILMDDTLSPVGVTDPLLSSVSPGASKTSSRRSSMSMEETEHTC
TEAD-YAP block = TEAD-YAP interaction inhibition, primary screen, TEAD-YAP interaction inhibitor project, luminescence, HEK-TIYL cells. 640,000 compounds, 1.4% hits. inhibition, % at 9.12 µM. TEAD-Gal4/YAP UAS-luciferase luminescence; in the data active = inhibition above about 32%;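 note: 0% = median of test compound wells and 100% = reference inhibitor wells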
GPR151 ag = activators of human GPR151, primary screen, cell-based, PathHunter beta-arrestin, luminescence. PathHunter beta-arrestin GPR151 cells. activation, % at 11.2 µM. 650,000 compounds, 1% hits. AID 1508602, 2020; in the data active = activation above about 4.9%;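 note: 0% = median of compound wells and 100% = cells with positive control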
Target sequence (Q8TDV0 whole entry, looked up): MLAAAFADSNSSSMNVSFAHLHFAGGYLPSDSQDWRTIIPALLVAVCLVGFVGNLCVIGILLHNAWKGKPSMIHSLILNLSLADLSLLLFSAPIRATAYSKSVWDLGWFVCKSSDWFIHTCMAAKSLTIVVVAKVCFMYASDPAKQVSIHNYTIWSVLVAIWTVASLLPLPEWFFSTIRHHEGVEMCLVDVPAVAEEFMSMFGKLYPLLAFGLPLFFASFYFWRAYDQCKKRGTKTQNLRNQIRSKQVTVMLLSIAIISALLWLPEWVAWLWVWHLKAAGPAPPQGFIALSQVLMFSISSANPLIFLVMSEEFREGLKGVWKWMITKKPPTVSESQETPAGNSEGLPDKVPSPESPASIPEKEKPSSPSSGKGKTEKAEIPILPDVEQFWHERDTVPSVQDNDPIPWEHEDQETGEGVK
Starred values were filed as active, the others as inactive; & = joins results of further samples. An unsorted share of the library; overall some 3.4% were active at least once.

The first 3 compounds, to show the layout:
SMILES	FBW7 activator	MITF inh	TEAD-YAP block	GPR151 ag
O=C(NCCCc1ccccc1)c1ccc2nc(N3CCOCC3)sc2c1	0.2	11	8	-0.3
ClCc1nc(Cl)c2c3c(sc2n1)CCCC3	-0.1	-3	-1	2.4
CN1CCN(C(=O)c2cc(COc3cccc4cnccc34)on2)[C@@H](c2ccccc2)C1	-0.1	-7	13	3.0

The listing, from the start:
SMILES	FBW7 activator	MITF inh	TEAD-YAP block	GPR151 ag
O=C(NCCCc1ccccc1)c1ccc2nc(N3CCOCC3)sc2c1	0.2	11	8	-0.3
ClCc1nc(Cl)c2c3c(sc2n1)CCCC3	-0.1	-3	-1	2.4
CN1CCN(C(=O)c2cc(COc3cccc4cnccc34)on2)[C@@H](c2ccccc2)C1	-0.1	-7	13	3.0
Cc1ccc(C(=O)N/C(=C\c2ccc(C(C)C)cc2)C(=O)NCCCN2CCOCC2)cc1	0.1	14	-14	0.0
O=C(c1ccccc1Cl)N1CCN(S(=O)(=O)c2cc3c4c(c2)CCC(=O)N4CCC3)CC1	0.0	-18	-4	-0.6
CCC(C)NC(=O)CSc1nc2ccsc2c(=O)n1Cc1ccccc1F (stereo not given)	0.0	-11	-16	0.5
CCCCNC(=O)c1cc(S(=O)(=O)N2CCC3(CC2)OCCO3)ccc1F	0.1	10	11	0.2
Fc1ccc(Cn2nnnc2CN2CCN(c3cccc(Cl)c3)CC2)cc1	0.1	-1	5	-0.7
CCC(CC)COC(=O)C1=C(C)NC(=O)CC1c1ccccc1F (stereo not given)	-0.1	1	-4	0.6
O=C(Cn1nc(-c2ccccc2)ccc1=O)NCc1cccnc1	0.0	4	3	0.7
O=C(Nc1nc2c(s1)COc1ccccc1-2)c1ncoc1-c1ccc(F)cc1	0.0	-7	-4	0.4
O=C(NC1(C(F)(F)F)NC(=O)N(CCc2ccccc2)C1=O)c1ccncc1 (stereo not given)	-0.1	-13	5	-0.9
O=C(CSc1nnc(Cc2ccccc2)n1-n1cccc1)Nc1ccc2c(c1)OCO2	0.6	10	12	-1.3
CCC(C(=O)Nc1ccc(OC)c(OC)c1)c1ccccc1 (stereo not given)	-0.1	-17	-17	0.9
N#CC1=C(SCc2ccccc2)NC(=O)CC1c1ccc(Cl)cc1Cl (stereo not given)	-0.1	4	-14	-0.5
CCN(CC)c1ccc(NC(=O)C2C3CCCCC32)cc1 (stereo not given)	-0.2	41	-35	-0.1
CN(C)S(=O)(=O)c1ccc(/C(O)=C2/C(=O)C(=O)N(CCN3CCCCC3)C2c2ccccc2)cc1 (stereo not given)	0.0	-1	-10	1.2
Cc1ccccc1CN1CCNC(=O)C1CC(=O)NCc1csc(C(C)C)n1 (stereo not given)	0.0	-8	5	-1.7
CC(=O)c1cccc(Oc2ccc(C#N)cc2[N+](=O)[O-])c1	1.4	9	-14	0.4
Cc1cc(N2OCc3ccccc3CO2)ccc1N	-0.1	-3	-7	-1.0
COc1ccc(C(=O)CSc2nncn2C)c(OC)c1	0.2	0	-3	-1.3
COc1ccc(CNC(=O)CCCCCn2c(SCC(=O)Nc3cc(C)[nH]n3)nc3cc4c(cc3c2=O)OCO4)cc1	-0.1	-1	8	1.3
COc1ccc(C2C3=C(CC(C)(C)CC3=O)OC3=C2C(=O)CC(C)(C)C3)cc1CN1C(=O)c2ccccc2C1=O	0.1	11	-10	0.4
O=C(NCCN1CCOCC1)c1ccc2nc(Oc3ccccc3)sc2c1	0.2	21	-3	-0.9
CN(C)CCn1c(=N)n(CC(O)c2ccco2)c2ccccc21 (stereo not given)	0.1	13	-3	-0.1
CCOC(=O)C(CC)Oc1ccc2c(=O)c(Oc3cccc(C)c3)c(C(F)(F)F)oc2c1 (stereo not given)	-0.1	-2	5	0.8
O=C1c2ccccc2-c2nnc(-c3ccc4c(c3)OCO4)cc21	0.0	5	-24	-2.1
CCc1ccc(OCC(O)Cn2c(C3CC(=O)N(c4ccccc4F)C3)nc3ccccc32)cc1 (stereo not given)	0.1	-15	10	3.4
CC(=O)c1cc2c(cc1NC(=O)CSc1nc3ccc([N+](=O)[O-])cc3[nH]1)OCO2	-0.1	6	-1	-1.3
c1ccc(-n2cnc3c(Nc4ccc(N5CCOCC5)cc4)nc(N4CCOCC4)nc32)cc1	-0.1	2	17	-1.7
CC(C)(C)c1ccccc1OCC(O)CN(CCO)CCO (stereo not given)	-0.1	1	18	1.0
COc1ccccc1NC(=O)c1cc(-c2ccc(F)cc2)c[nH]1	-0.1	8	1	-0.7
CCc1ccc(N2CC(C(=O)Nc3nc4ccccc4s3)CC2=O)cc1 (stereo not given)	0.1	-1	7	0.4
CS(=O)(=O)N(CC(=O)Nc1ccc(Cl)c(Cl)c1)c1ccc(Cl)cc1	-0.2	4	1	2.9
O=C(NCCOc1ccccc1)c1ccccc1Cl	0.0	11	-27	-2.2
CCN(CC)C(=O)CN1C(=O)C2(OCC(C)(c3ccccc3)CO2)c2ccccc21 (stereo not given)	0.4	-6	5	-0.4
CN(C)CC(C)(O)c1ccc2c(c1)CN(C(=O)CCCCc1ccccc1)CCO2 (stereo not given)	-0.1	-25	5	2.2
O=c1c(Cl)cc(C(F)(F)F)cn1CCOc1ccc(Br)cc1	0.0	-4	3	-1.5
O=C(O)C(NC(=O)c1ccccc1)=C(Cl)Cl	0.4	9	3	2.5
COc1ccccc1NC(=O)CCC(=O)OCc1ccc(Cl)cc1	0.0	-10	-6	-1.1
O=C(Cn1nnc(-c2ccc([N+](=O)[O-])cc2)n1)NCC1OCCc2ccccc21 (stereo not given)	-0.2	-11	-1	-0.6
COC(=O)c1c(NC(=O)CN2CC(C)OC(C)C2)sc2c1CCC2 (stereo not given)	-0.1	-4	8	1.2
CCOc1cc2c(cc1OCC)C(c1ccc(Br)cc1)NCC2 (stereo not given)	0.2	10	-2	-0.1
COC(=O)Cc1c(C)c2ccc(OCC(=O)Nc3cc(C)cc(C)c3)cc2oc1=O	-0.3	4	-8	-1.2
Cc1cc(N2CCC(C)CC2)nc2ccccc12	0.1	9	7	0.8
COc1ccc(S(=O)(=O)Nc2cccc(C(F)(F)F)c2)cc1Cl	-0.2	-1	9	-0.6
Cc1sc2ncn(CC(=O)NCC(=O)NC3CCCC(C)C3C)c(=O)c2c1C (stereo not given)	-0.1	8	-14	-1.8
O=C(c1ccc(CN2CCOCC2)cc1)N1CCc2ccccc2C1	0.0	0	-4	0.4
CC(C)OCCCN1C(=O)C2C(C(=O)Nc3ccc(C(C)C)cc3)C3C=CC2(O3)C1C(=O)NC1CCCCC1 (stereo not given)	-0.1	-7	5	0.7
O=c1ccc(-c2ccccc2)cn1Cc1ccc(F)cc1Cl	0.5	12	0	-0.4
COc1ccc(Cl)cc1C(=O)NNC(=O)c1ccncc1	0.1	-1	1	1.5
COc1ccc(C2C(C(=O)Nc3ccc(C)cn3)=C(C)NC3=C2C(=O)CC(C)(C)C3)c(OC)c1 (stereo not given)	0.0	9	0	-0.2
O=C(Nc1ccccc1)C1CCCN(S(=O)(=O)c2ccc(Br)cc2)C1 (stereo not given)	0.1	21	-2	-0.3
O=C1NC(=O)N(c2cccc(F)c2)C(=O)/C1=C/c1cnc(-c2ccccc2)nc1	-0.2	5	-1	0.7
CC(=O)Nc1ccc(Br)cc1C(NCC(=O)O)c1ccccc1 (stereo not given)	0.2	4	13	-0.4
O=C(Nn1c(SCc2cc(=O)n3ccccc3n2)nc2ccccc2c1=O)c1ccccc1	-0.2	-4	27	-1.6
CN(C)/C=C1\N=C(c2ccccc2F)OC1=O	0.0	7	-12	6.9*
Cc1ccc(C(=O)NC2(C(F)(F)F)C(=O)Nc3c2c(=O)n(C)c(=O)n3C)cc1 (stereo not given)	-0.1	12	2	0.4
COc1ccc(S(=O)(=O)N2CCCCC2C(=O)O)cc1OC (stereo not given)	0.2	9	11	2.5
CCOC(=O)N1CCN(C(=O)c2csc(Nc3cccc(Cl)c3)n2)CC1	-0.2	4	-4	-0.1

Later entries
SMILES	FBW7 activator	MITF inh	TEAD-YAP block	GPR151 ag
Cc1nc(SCC(=O)c2cccc(Cl)c2)nc2c1CCCC2	0.2	-9	-6	-0.7
COC(=O)CCc1[nH]c2c(C)cccc2c1Sc1ccc(C)cc1	0.1	0	6	2.2
CCCC(=O)N1CCC(C2(CC)NC(=O)N(Cc3ccc4c(c3)OCO4)C2=O)CC1 (stereo not given)	-0.1	10	5	-1.3
CCOCCOC(=O)C1=C(C)NC2=C(C(=O)CCC2)C1c1cc(OC)c(OC)cc1Br (stereo not given)	-0.3	-13	10	3.8
O=C(CCN1CCOCC1)Nc1ccc2nc3n(c(=O)c2c1)CCCC3	0.0	30	4	-0.2
c1ccc(Nc2ccc3c(cnn3-c3cccc(OCCN4CCOCC4)c3)c2)cc1	-0.1	-3	3	-1.5
COc1ccccc1-c1cnnc(N/N=C/c2ccc(OCC(=O)O)cc2)n1	-0.1	13	-9	0.4
NS(=O)(=O)c1ccc(N/N=C/c2ccc(Cl)c([N+](=O)[O-])c2)c([N+](=O)[O-])c1	0.1	10	0	0.4
CC(C)OCCCN1C(=O)C2C(C(=O)Nc3cc(Cl)cc(Cl)c3)C3C=CC2(O3)C1C(=O)NC1CCCC(C)C1C (stereo not given)	0.0	-4	-4	0.7
CN1CCC(CNC(=O)CCSc2ccccc2)CC1	-0.1	-16	-10	1.3
COc1ccc(CN2CCN(C(=O)c3cccc4ccccc34)CC2)cc1OC	-0.1	44	-2	0.7
CC(=O)Nc1ccc(Nc2nc(-c3c(C)nn(C)c3C)nc3c2ncn3C2CCCCC2)cc1	-0.3	-4	-27	0.2
COc1ccc(OCCOCCOc2ccc(OC)cc2)cc1	1.0	15	3	-0.1
CN(Cc1ccccc1)C(=O)CCC1CCN(C(=O)CSc2ccncc2)CC1	0.1	11	1	-1.2
CCOC(=O)c1ccc(NC(=O)Cn2ccc([N+](=O)[O-])n2)cc1	-0.1	7	-11	2.2

Compound profiles, from the list above:
Shown for CN1CCC(CNC(=O)CCSc2ccccc2)CC1 = FBW7 activator: -0.1; MITF inh: -16; TEAD-YAP block: -10; GPR151 ag: 1.3
Shown for COc1ccc(CN2CCN(C(=O)c3cccc4ccccc34)CC2)cc1OC = FBW7 activator: -0.1; MITF inh: 44; TEAD-YAP block: -2; GPR151 ag: 0.7
Shown for CCCC(=O)N1CCC(C2(CC)NC(=O)N(Cc3ccc4c(c3)OCO4)C2=O)CC1 (stereo not given) = FBW7 activator: -0.1; MITF inh: 10; TEAD-YAP block: 5; GPR151 ag: -1.3

Following part:
SMILES	FBW7 activator	MITF inh	TEAD-YAP block	GPR151 ag
O=[N+]([O-])c1ccc(N2CCOCC2)c(/C=N/NC(=S)Nc2ccccc2)c1	-0.1	-2	5	0.8
Cc1ccsc1/C=N/NC(=O)c1cccs1	-0.2	-3	-50	-2.2
O=C(O)CC(c1ccccc1)n1cnnn1 (stereo not given)	0.1	5	7	2.6
Cc1cc(C)c2nc(N3CCC(C(=O)NCC4CCCO4)CC3)sc2c1 (stereo not given)	0.0	-7	9	1.2
CCCn1cnc2c(sc3nc4c(cc32)CSC(C)(C)C4)c1=O	-0.2	3	-27	-0.3
CCOc1ccc(NC(=S)NC(=O)c2ccccc2)c([N+](=O)[O-])c1	0.0	25	-37	-1.6
CCOC(=O)c1c(NC(=O)C(C)Sc2nnc3[nH]c(=O)cc(C)n23)sc2c1CCC2 (stereo not given)	-0.1	6	-7	1.7
N[C@@H](Cn1ccc(=O)c(O)c1)C(=O)O	-0.1&0.3	-4&14	1&2	-0.7&-0.7
CCn1cc(C(C)NC(=S)Nc2cccc([N+](=O)[O-])c2)c(C)n1 (stereo not given)	0.9	13	-5	0.1
N#CC1=C(N)Nc2oc(-c3ccccc3)nc2C1c1cccs1 (stereo not given)	0.0	13	-4	0.4
CCC(C)NC(=O)C1CC(Cc2cccc(OC)c2)=NO1 (stereo not given)	0.0	3	-15	1.7
COc1ccc(CCn2c(N)cc(=O)[nH]c2=O)cc1OC	0.0	5	-3	0.0
COC(C(=O)NC1CC1)c1ccccc1 (stereo not given)	-0.1	-8	-2	-1.8
CCCN1C(=O)/C(=C/c2cc(Br)ccc2OCC(=O)O)NC1=S	-0.1	1	-7	0.2
COc1ccc(C(=O)Nc2sc3c(c2C#N)CCC(C)C3)cc1[N+](=O)[O-] (stereo not given)	1.0	12	4	-0.7

Next part; the last 2 above are carried over.
SMILES	FBW7 activator	MITF inh	TEAD-YAP block	GPR151 ag
CCCN1C(=O)/C(=C/c2cc(Br)ccc2OCC(=O)O)NC1=S	-0.1	1	-7	0.2
COc1ccc(C(=O)Nc2sc3c(c2C#N)CCC(C)C3)cc1[N+](=O)[O-] (stereo not given)	1.0	12	4	-0.7
NC(=S)N/N=C/c1cc(Cl)cc(Cl)c1O	-2.5&-0.8	37&49	7&1	-0.2&-0.7
COc1ccc(Cc2nc3c4c5c(sc4ncn3n2)C(C)(C)NC(C)(C)C5)cc1	-0.1	-1	-15	0.9
CC1CC(=O)N(c2ccc(NCCC3=CCCCC3)c([N+](=O)[O-])c2)C1=O (stereo not given)	-0.3	-4	-14	-1.1
O=C(COC(=O)c1cc([N+](=O)[O-])ccc1NCCO)Nc1ccc(F)cc1	0.0	-38	11	1.1
